Bioassay records deposited in PubChem BioAssay by Broad Institute.
ERAP1 inh: ERAP1 (human) enzyme inhibition; recombinant ERAP1, Leu-AMC fluorescence, 60 min; inhibition, % at 10.7 µM; 340,000 compounds, 0.15% hits; AID 652197;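 active = mean replicate inhibition of at least 30%, or all replicates individually reaching that 30% level; inactive = mean below 30% and not every replicate reaching it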;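 also: 0% = neutral control wells and 100% = L-leucinethiol positive control wells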
miR-122 sensor: blocks miR-122 activity in Huh7 sensor cells | activation (reporter increase), % at 12.5 µM | AID 602342 | Huh7 miR-122 Renilla luciferase sensor, 48 h; neutral wells = 0, positive control = 100 | 340,000 compounds, 0.3% hits;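 active = mean replicate activation score at least 90 and every replicate individually at or above 90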;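 also: higher luciferase means less miR-122 activity so hits act as miR-122 inhibitors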
RAD54 branch: blocks human RAD54 Holliday junction branch migration | Q92698 | 360,000 compounds, 0.14% hits | FAM/BHQ fluorescence | inhibition, % at 10.4 µM | AID 602329;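 active = mean normalized replicate activity at least 40 and at least half of replicates scoring 40 or more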;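 also: 0% = median of neutral control wells and 100% = median of positive control wells; inhibitors cause a drop in the FAM fluorescence signal; in these data hits start at about 50%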
Target sequence (Q92698 whole entry, looked up): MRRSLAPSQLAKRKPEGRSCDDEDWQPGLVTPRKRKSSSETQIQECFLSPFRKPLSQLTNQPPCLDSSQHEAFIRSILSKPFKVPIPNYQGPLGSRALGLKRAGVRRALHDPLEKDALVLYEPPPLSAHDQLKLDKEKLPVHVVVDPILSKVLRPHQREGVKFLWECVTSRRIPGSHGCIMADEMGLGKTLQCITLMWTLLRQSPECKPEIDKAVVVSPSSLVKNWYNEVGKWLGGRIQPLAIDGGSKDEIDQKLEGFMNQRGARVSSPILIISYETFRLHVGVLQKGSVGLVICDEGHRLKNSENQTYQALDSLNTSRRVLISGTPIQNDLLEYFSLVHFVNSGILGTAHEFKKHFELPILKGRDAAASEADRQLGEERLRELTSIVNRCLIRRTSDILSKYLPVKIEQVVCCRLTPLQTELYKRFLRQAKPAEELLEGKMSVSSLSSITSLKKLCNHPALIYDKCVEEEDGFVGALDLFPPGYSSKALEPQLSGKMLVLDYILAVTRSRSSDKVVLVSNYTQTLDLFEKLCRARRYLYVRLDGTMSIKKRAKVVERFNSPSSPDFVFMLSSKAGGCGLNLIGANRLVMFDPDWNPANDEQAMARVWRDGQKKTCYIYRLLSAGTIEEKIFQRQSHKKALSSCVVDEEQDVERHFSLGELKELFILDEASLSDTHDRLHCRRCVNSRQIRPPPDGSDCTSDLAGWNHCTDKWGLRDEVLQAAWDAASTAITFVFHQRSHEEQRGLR
E-sel inducer: induces E-selectin expression in human endothelial cells | HUVEC E-selectin immunofluorescence imaging; normalized: neutral wells 0, TNF-alpha wells 100 | activation, % at 7.58 µM | 260,000 compounds, 0.37% hits | AID 686992;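 active = mean E-selectin-positive cell signal at least 10% of the positive control, reached in at least 60% of replicates, without over 20% cell loss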;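 also: in these data hits start at about 27%; measured in HUVEC primary endothelial cells; signal is the percent of cells scored E-selectin positive by PE staining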
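material = human umbilical vein endothelial cells (HUVEC), E-selectin induction | quantity = 3,000 cells/well | medium = EGM-2 growth medium on 0.1% gelatin-coated wells | technique = immunofluorescence imaging | read-out basis = % PE-positive cells | control set = TNF-alpha positive control, DMSO neutral control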
PGC1a acetyl inh: modulators of PGC1a acetylation. 350,000 compounds, 0.17% hits. AID 651687. U2OS PGC1a acetylation, AlphaScreen anti-acetyl-lysine; with virally co-expressed GCN5 acetyltransferase. inhibition, % at 15.6 µM;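 active = every replicate shows inhibition of at least 40%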;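 also: 0% = neutral control wells and 100% = positive control wells; some results beyond the cut were filed as inactive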
RAD52 anneal inh: RAD52 (human) annealing inhibition. P43351. recombinant RAD52 DNA annealing, FRET fluorescence. inhibition, % at 18.7 µM. 360,000 compounds, 0.46% hits;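 active = every replicate showing at least 50% inhibition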
Cneo AK release: Cryptococcus neoformans lysis via adenylate kinase release | lysis activity, % at 15 µM | 360,000 compounds, 0.2% hits | AID 651654 | C. neoformans lysis, adenylate kinase release luminescence, 4 h; normalised: neutral wells 0, clomiphene wells 100;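 active = mean lysis activity across replicates of at least 80%, whatever share of replicates individually reach that level; inactive = mean lysis activity below 80%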
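Material: C. neoformans cells | Amount: Yeast cell density of 5 × 10^6 cells/mL | Medium: Fresh YPD growth medium | Dosing: Single dose | Times: Static 4 h at 37 °C with compound, 1 h detection | Detection: AK luminescence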
PglD DTNB: blocks C. jejuni PglD acetyltransferase activity | purified PglD enzyme, DTNB colorimetric CoA detection | inhibition, % at 12.5 µM | 360,000 compounds, 0.098% hits; in the data active = inhibition above about 16%, passing the limit was not always enough; also: strong numbers were not always called active
Starred values were filed as active, the others as inactive; · = not tested or not shown; [ ] = another dose, or the depositor's remark.

SMILES	ERAP1 inh	miR-122 sensor	RAD54 branch	E-sel inducer	PGC1a acetyl inh	RAD52 anneal inh	Cneo AK release	PglD DTNB
CC(=O)NC(C)(c1ccccc1)c1nc(-c2ccc(N(C)C)cc2)cs1 (stereo not given)	1.0	-2.8	-9.1	-0.1	-7.1	-6.4	-2.4	-6.1
CCC(=O)Nc1ccc2c(c1)OC[C@H](C)N(Cc1ccccc1)C[C@@H](C)[C@H](OC)CN(C)C2=O	0.5	-3.8[16.7 µM]	-1.4	-0.3	-0.7	10.2	-3.4	2.6
COc1ccc(NS(=O)(=O)c2cc(NC(=O)[C@@H](NC(N)=O)C(C)C)ccc2C)cc1	0.1	64.8	·	3.5	-5.9	-4.2	·	·
O=C(C[C@@H]1C[C@H]2c3cc(NC(=O)Nc4ccc(F)cc4)ccc3O[C@H]2[C@@H](CO)O1)NC1CCCCC1	·	-2.0[16.7 µM]	2.2	-0.2	0.8	-3.1	-0.4	-5.8
O=C1CC(C(=O)N2CCN(c3ccccc3Cl)CC2)CN1Cc1ccccc1 (stereo not given)	-0.6	-0.3	7.9	-0.3	0.4	-8.0	-1.2	-2.9
CO[C@H]1CN(C)C(=O)c2ccc(NC(C)=O)cc2OC[C@@H](C)N(Cc2ccccc2C(=O)O)C[C@@H]1C	-1.8	-4.0[16.7 µM]	-14.0	0.2	9.5	-5.6	2.2	-2.8
O=C(CC(c1ccccc1)c1cc(Br)ccc1O)NCCCN1CCOCC1 (stereo not given)	-7.2	-3.8	-2.1	·	11.2	-3.0	-2.1	-5.9
CCS(=O)(=O)NCC[C@H]1CC[C@H](NS(=O)(=O)c2cccc(Cl)c2)[C@H](CO)O1	2.6	25.5[16.7 µM]	0.4	-0.3	-6.1	-14.4	-3.0	3.8
O=C(COC(=O)c1cccc2ccccc12)Nc1ncc(C(F)(F)F)cc1Cl	·	5.9	-0.6	·	8.2	·	0.1	5.0
O=C1C[C@@H]2CCN3C(=O)CCC[C@@H]([C@H]23)[C@@H]1Cc1ccccc1	·	-2.3	-5.7	·	2.0	-24.2	1.4	1.5
O=C(Nc1ccccc1)c1cc(C2CCCCN2C(=O)c2cccs2)on1 (stereo not given)	-2.4	5.7	4.9	-0.8	-7.5	-9.3	-0.8	0.0
COc1ccc(NC(=O)c2cc(S(=O)(=O)N3CCc4ccccc43)cn2C)cc1	0.7	-2.9	-2.4	0.1	20.7	13.1	0.2	1.0
COc1cccc(NC(=O)c2ccc(NC(=O)C(C)(C)C)cc2)c1	6.1	-3.4	-8.7	-0.1	-11.8	-14.1	-2.4	1.1
Cc1noc(C)c1NC(=O)Nc1ccc2c(c1)C(=O)N([C@@H](C)CO)C[C@@H](C)[C@H](CN(C)C(=O)Nc1ccccc1)OCCCC[C@@H](C)O2	-1.3	-1.8[16.7 µM]	0.2	-0.1	-1.1	0.0	0.0	3.4
CCCNC(=O)C1(C)CCN(Cc2noc(-c3ccccc3OC)n2)C1 (stereo not given)	-3.8	0.7	-13.0	-0.1	-7.5	-9.3	-1.0	-3.9
COc1ccc(CNC(=O)c2cccc(S(=O)(=O)N3CCCCC3)c2)cc1OC	-0.7	-7.3	-1.7	-0.4	-0.8	-5.2	-1.4	-3.9
Cc1ccc2[nH]c(=O)c(CN(CCCN(C)C)C(=S)NCCc3ccccc3)cc2c1	-2.5	·	·	4.3	-16.2	13.3	·	·
COc1ccc(/C=N/NC(=O)c2nc(-c3ccccc3)n(-c3ccccc3)n2)cc1	-4.3	-9.6	-0.2	·	·	-0.3	1.1	10.9
COc1ccc(-c2noc(CCCC(=O)N3CCOCC3)n2)cc1	-7.8	2.3	12.6	·	3.3	-4.7	-2.6	2.6
O=C(NCCc1ccccc1)C1CCN(C(=O)Nc2ccccc2)CC1	-0.2	4.0	-17.1	0.0	-7.3	-6.1	·	0.2
Cc1cc(C)nc(NC(=O)c2c(F)c(F)c(F)c(C(=O)Nc3cc(C)cc(C)n3)c2F)c1	0.0	-0.7	2.1	0.6	-23.7	-23.7	5.3	-4.5
COc1ccc(CN(C)C[C@@H]2OCCCC[C@H](C)Oc3ccc(NC(=O)c4ccncc4)cc3C(=O)N([C@H](C)CO)C[C@H]2C)cc1	0.1	-4.2[16.7 µM]	8.3	-0.1	-4.5	1.3	-1.7	0.0
NS(=O)(=O)c1cc(C(=O)NCCc2ccccn2)ccc1Cl	0.0	-0.8	·	1.7	2.3	2.0	·	·
O=c1c2ccccc2nc(COc2ccccc2)n1/N=C/c1ccc(O)c(O)c1	3.0	3.5	-9.1	-2.9	9.8	2.8	-6.4	-3.2
CCOc1ccc(NC(=O)C2CCCN(S(=O)(=O)c3cccc4nsnc34)C2)cc1 (stereo not given)	-0.1	-6.0	1.4	·	0.9	-199.4	-0.7	-3.4
Cc1ccc(Nc2nc3ccccc3c(=O)s2)cc1C	-2.5	22.5	1.0	-0.1	5.1	1.5	0.6	-1.6
CCC1=Nc2cc(C(=O)NCCN3CCOCC3)ccc2Sc2ccccc21	-1.2	8.0	1.8	·	-1.6	-14.0	0.6	-4.3
C[C@@H]1CCCCO[C@@H](CN(C)C(=O)C2CCCCC2)[C@@H](C)CN([C@@H](C)CO)C(=O)c2cc(NC(=O)Nc3ccccc3)ccc2O1	-0.8	-2.6[16.7 µM]	-3.5	0.0	0.7	-10.6	-0.3	-0.3
O=C(Nc1ccc2nc([C@@H]3O[C@H](CO)[C@@H](O)[C@H](O)[C@H]3O)[nH]c2c1)NC(c1ccccc1)c1ccccc1	·	·	-14.7	·	·	1.1	-0.4	2.0
CCOc1ccc(Nc2nc3ccccc3n2C)cc1	·	-4.8	-11.6	0.4	-1.9	1.4	-2.8	1.9

Continued, overlapping the part above by 3 compounds.
SMILES	ERAP1 inh	miR-122 sensor	RAD54 branch	E-sel inducer	PGC1a acetyl inh	RAD52 anneal inh	Cneo AK release	PglD DTNB
C[C@@H]1CCCCO[C@@H](CN(C)C(=O)C2CCCCC2)[C@@H](C)CN([C@@H](C)CO)C(=O)c2cc(NC(=O)Nc3ccccc3)ccc2O1	-0.8	-2.6[16.7 µM]	-3.5	0.0	0.7	-10.6	-0.3	-0.3
O=C(Nc1ccc2nc([C@@H]3O[C@H](CO)[C@@H](O)[C@H](O)[C@H]3O)[nH]c2c1)NC(c1ccccc1)c1ccccc1	·	·	-14.7	·	·	1.1	-0.4	2.0
CCOc1ccc(Nc2nc3ccccc3n2C)cc1	·	-4.8	-11.6	0.4	-1.9	1.4	-2.8	1.9
Cn1c2c(c(=O)n(C)c1=O)CN(Cc1ccccc1)CN2	4.8	-2.0	-1.2	0.0	-3.2	-16.5	-1.1	-2.6
Cc1ccc(C(=O)N2CCCCC2C(=O)O)cc1S(=O)(=O)N1CCCCC1 (stereo not given)	-27.3	0.6	·	·	6.6	-17.2	·	·
COc1ccc(CCNC(=O)C2CCC(=O)N2Cc2ccccc2Cl)cc1OC (stereo not given)	-0.5	1.7	1.3	0.1	·	-13.7	-2.5	5.9
Cc1occc1C(=O)NNC(=O)C(c1ccccc1)c1ccccc1	·	5.0	8.2	·	-5.8	·	-1.4	1.6
O=S(=O)(NCCCO)c1ccc2c(c1)Cc1cc(S(=O)(=O)NCCCO)ccc1-2	·	3.9	-10.4	·	-3.4	·	55.8	-5.7
CCCCCCOC(=O)Cc1c(C)nc(N)[nH]c1=O	-1.1	-9.4	2.3	0.0	-4.5	-5.6	3.5	0.0
Cc1noc(C)c1S(=O)(=O)Nc1ccc2c(c1)C(=O)N([C@@H](C)CO)C[C@@H](C)[C@@H](CN(C)S(=O)(=O)c1ccccc1)OCCCC[C@@H](C)O2	-0.2	-3.6[16.7 µM]	-1.9	0.0	-7.5	-92.1	-4.5	1.7
O=C(O)CCC(NS(=O)(=O)c1ccc(N2CCCC2=O)cc1)C(=O)O (stereo not given)	10.7	·	3.6	·	6.9	3.3	-0.8	-7.3
COc1ccc(NC(=O)Nc2ccc3c(c2)CC(=O)N([C@H](C)CO)C[C@@H](C)[C@H](CN(C)Cc2ccc4c(c2)OCO4)O3)cc1	-3.0	43.6[16.7 µM]	9.4	1.2	-0.4	3.0	37.8	4.2
Cc1ccccc1OC(C)C(=O)N1CCC(Cc2ccccc2)CC1 (stereo not given)	5.0	-5.0	-5.9	-0.1	·	-2.6	3.1	4.8
Cc1ccc(S(=O)(=O)N(C)C[C@@H]2Oc3ccc(NS(=O)(=O)c4c(C)noc4C)cc3C(=O)N([C@@H](C)CO)C[C@H]2C)cc1	-0.5	3.5[16.7 µM]	3.4	-0.5	2.4	-3.0	-0.7	5.7
CCN(C(=O)COC(=O)c1ccccc1Nc1cccc(C)c1C)C1CCS(=O)(=O)C1 (stereo not given)	·	1.2	2.6	·	3.4	·	2.0	3.0
CN(C)C(=O)CSc1ncnc2scc(-c3ccccc3)c12	1.3	·	·	0.8	4.2	-27.8	·	·
CCCN(C)C[C@@H]1OCCCC[C@H](C)Oc2ccc(NC(=O)Nc3ccc(F)cc3)cc2C(=O)N([C@H](C)CO)C[C@@H]1C	-16.1	-4.5[16.7 µM]	3.9	0.1	0.6	53.0*	1.1	0.2
CO[C@@H]1CN(C)C(=O)c2ccc(NC(=O)c3cc(C)on3)cc2OC[C@H](C)N(C(C)=O)C[C@@H]1C	0.2	4.6[16.7 µM]	0.6	0.0	-0.9	-1.8	-1.2	-0.5
COc1ccc(OCCOc2ccc(N(C)S(=O)(=O)c3ccccc3)cc2)cc1	4.7	·	2.1	·	·	-10.5	-1.2	0.8
CN(C)C(=S)Nc1ccc(Br)cc1Cl	6.2	-1.2	-0.4	-0.4	2.5	-5.3	6.1	1.8
O=C(CN(C(=O)CCC(=O)Nc1ccccn1)c1ccc(F)cc1)NCc1ccco1	-5.9	5.1	7.4	0.2	2.2	-9.6	0.1	-3.9
COCC(=O)N1CC(=O)N2[C@@H](CO)[C@@H](c3ccc(C#CCc4ccccc4)cc3)[C@@H]2C1	-2.6	·	·	-0.3	-5.0	-9.1	·	·
CCC(C)C(=O)Nc1cc(Cl)ccc1C(=O)O (stereo not given)	-1.3	-5.9	·	·	5.1	-27.6	·	·
COc1ccc(S(=O)(=O)Nc2cc(Cl)ccc2OC)cc1	·	137.5*	-1.7	·	-19.7	·	2.9	2.0
CC(NS(=O)(=O)c1ccc(CCC(=O)N2CCN(C)CC2)cc1)c1ccccc1 (stereo not given)	·	35.2	14.9	·	-1.8	·	-4.2	-4.2
CCOC(=O)C1CCN(S(=O)(=O)c2ccc3c(c2)N(C(C)=O)CCO3)CC1	-1.1	-10.3	-6.2	·	-2.5	-10.7	1.3	-3.3
Cc1ccc(Nc2ncc3c(=O)[nH][nH]c(=O)c3n2)cc1	0.1	·	2.9	1.2	-0.7	-7.5	-0.4	1.6
CC(=O)c1ccc(NS(=O)(=O)c2cc3c(cc2C)N(C(C)=O)CCO3)cc1	-1.4	59.6	4.7	0.6	-5.0	-2.8	-0.2	-3.8
COCCNC(=O)c1cc2sc3ccccc3c2s1	·	0.3	-14.7	·	-15.3	·	-0.9	0.7
O=C(Nc1ccc(OC(F)F)cc1)c1cc(S(=O)(=O)N2CCOCC2)ccc1N1CCCC1	-1.5	·	-7.6	-0.2	·	-68.2	1.3	1.4
CO[C@H]1CN(C)C(=O)c2ccc(NS(=O)(=O)c3cccc(C)c3)cc2OC[C@@H](C)NC[C@@H]1C	-0.6	9.7[16.7 µM]	1.7	0.4	-2.6	-4.1	-0.1	0.7
CCCCC1Cc2[nH]c(=S)[nH]c(=O)c2C(c2ccc(F)cc2)O1 (stereo not given)	1.5	-3.6	2.8	4.7	-7.9	11.8	1.3	0.5
